Assay outcomes: PubChem BioAssay, The Scripps Research Institute Molecular Screening Center
GalR3 antagonist – antagonists of human GalR3 | HEK293 GalR3-CNG cAMP membrane potential fluorescence; galR3 body fused to GalR1 C-terminus | inhibition, % at 3 µM | hit rate 0.44% among 360,000 | AID 651719;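 active means inhibition above the screen-wide average plus 3 SD, cut at about 13% in these data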;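 further: forskolin and galanin both at EC90 stimulate the cells; cAMP rise reported by CNG channel membrane potential dye signal; 0% = forskolin plus galanin with DMSO and 100% = forskolin alone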
Target sequence (O60755 1-299 limits assumed): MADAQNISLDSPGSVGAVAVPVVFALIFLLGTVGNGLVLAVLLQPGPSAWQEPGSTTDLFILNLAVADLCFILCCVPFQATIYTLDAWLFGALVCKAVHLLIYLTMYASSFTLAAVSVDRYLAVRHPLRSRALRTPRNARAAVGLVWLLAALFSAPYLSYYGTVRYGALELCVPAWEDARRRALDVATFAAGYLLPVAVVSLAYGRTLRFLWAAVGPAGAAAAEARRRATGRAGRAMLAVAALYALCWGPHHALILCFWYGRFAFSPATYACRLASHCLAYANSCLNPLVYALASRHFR
* = called active by the depositor.

GalR3 antagonist	Molecule
-7.6	CCN(CC)C(=O)C1=C(C)N(CCC2=CCCCC2)C(=O)C(CC(=O)NCCc2ccccn2)C1 (stereo unspecified)
-9.6	CCc1nc2ccc(C(=O)N3CCN(c4ccccc4)CC3)cn2c1N(CCC(C)C)CCN(C)C
-4.7	Cc1ccc(S(=O)(=O)NC[C@H]2O[C@@H](n3ccc(N)nc3=O)[C@H](O)[C@@H]2O)s1
-1.9	O=C(Nc1cccc(S(=O)(=O)C(F)(F)F)c1)[C@H]1C[C@H](O)[C@@H](CO)O1
-3.2	COc1ccc2[nH]c3c(c2c1)CCN1C(=O)C(CC(=O)NCCCN(C)C)C[C@H](C(=O)N2CCCCC2)[C@@]31CCc1ccccc1 (stereo partly specified)
-2.1	C/C=C/c1cccc(-c2nc(C(=O)N3CCOCC3)cc3c2[C@@H](CCO)N(C(=O)NC(C)C)C3)c1
-6.9	Cc1cc(Cl)ccc1C(O)c1ncc(-c2ccc(Cl)cc2)[nH]1 (stereo unspecified)
-4.4	OCC1(CO)CCCC(CO)(CO)C1O
2.1	CC(=O)Nc1ccc2c(c1)C(=Nc1ccc(C)cc1)c1ccccc1-2
-5.7	Cn1c(=O)c2cc(NC(=O)Nc3cccnc3)ccc2n1-c1ccc(C(C)(C)C)cc1
-3.9	Cc1cccc(C)c1NC(=O)C1(C)CN(S(C)(=O)=O)CC(=O)N1CCc1c[nH]c2ccccc12 (stereo unspecified)
-4.9	Cc1ccccc1S(=O)(=O)NC(=O)C1(C)CCN1C(=O)CCc1ccc(Cl)cc1Cl (stereo unspecified)
-4.4	Cc1cccc(C(=O)C(O)(c2ccccc2)C2CCCCC2=O)c1 (stereo unspecified)
-2.2	C=C(C)COc1ccc2c(c1)CCC1C2CCC2(C)C(=O)C(=NO)CC12 (stereo unspecified)
-3.8	O=C(Nc1ccccc1N1CCCC1)C1CCCO1 (stereo unspecified)
0.9	COc1ccc(C(=O)CSc2nc(=O)n3ccc(C)cc3n2)cc1
-3.4	COC(=O)Cc1nnn2c1[C@H](C)[C@H](c1ccccc1Br)OCC2
-6.3	O=C(Cc1ccc(NC(=O)C2CCN(C(=O)C3CC3)CC2)cc1)Nc1ccc(C(=O)N2CCOCC2)cc1
-5.0	CC1(C(=O)NCc2ccccc2)CN(S(C)(=O)=O)CC(=O)N1Cc1cccc(F)c1 (stereo unspecified)
5.9	COc1cc(C=O)ccc1OCc1cn(CC(=O)c2ccc(O)cc2)nn1
-3.6	CCCOc1ccc(F)cc1-c1cc(C(=O)Nc2ccc(F)cc2)[nH]n1
4.5	COC(=O)[C@]12C[C@H](CC(=O)N3CCSCC3)C(=O)N(Cc3ccccc3)C1=C[C@H](C1CCCC1)O[C@@H]2C
-3.1	O=c1cc(-c2ccccc2)oc2ccc(Cl)cc12
-5.4	CN(C(=O)COC(=O)COc1ccc2ccccc2c1)c1ccccc1
-5.2	CC(C)CCNC(=O)c1cc(S(=O)(=O)N2CCC3(CC2)OCCO3)ccc1F
-3.5	Cc1ccccc1-c1csc(C(O)c2ccc(F)c(F)c2)n1 (stereo unspecified)
-2.8	Cc1ccc(C)c(NC(=O)C2(C)CCCN2C(=O)C(C)C)c1 (stereo unspecified)
-0.5	CC1=C(C(=O)N(C)C)CC(CC(=O)NCc2ccco2)C(=O)N1CCC1=CCCCC1 (stereo unspecified)
-6.8	Cc1ccc(NS(=O)(=O)c2ccc(-c3coc(C)n3)cc2)c(Cl)c1
-7.0	CN(C)c1ccc(CC(=O)N2CCCC(c3cc(C(=O)Nc4ccc(F)c(Cl)c4)no3)C2)cc1 (stereo unspecified)

Six compounds picked at random from those above, as already listed:
GalR3 antagonist	Molecule
-5.0	CC1(C(=O)NCc2ccccc2)CN(S(C)(=O)=O)CC(=O)N1Cc1cccc(F)c1 (stereo unspecified)
-4.7	Cc1ccc(S(=O)(=O)NC[C@H]2O[C@@H](n3ccc(N)nc3=O)[C@H](O)[C@@H]2O)s1
-2.2	C=C(C)COc1ccc2c(c1)CCC1C2CCC2(C)C(=O)C(=NO)CC12 (stereo unspecified)
4.5	COC(=O)[C@]12C[C@H](CC(=O)N3CCSCC3)C(=O)N(Cc3ccccc3)C1=C[C@H](C1CCCC1)O[C@@H]2C
-5.7	Cn1c(=O)c2cc(NC(=O)Nc3cccnc3)ccc2n1-c1ccc(C(C)(C)C)cc1
-6.3	O=C(Cc1ccc(NC(=O)C2CCN(C(=O)C3CC3)CC2)cc1)Nc1ccc(C(=O)N2CCOCC2)cc1

(listing goes on)
GalR3 antagonist	Molecule
-0.2	CCc1nc2ccc(C(=O)N3CCN(C(C)=O)CC3)cn2c1N(CC)C(C)=O
3.9	CCOc1cc(N2CCOCC2)c(OCC)cc1NC(=O)CN1C(=O)NC(CC)(c2ccc(F)cc2)C1=O (stereo unspecified)
-6.0	COc1cccc(-n2c(SCC(=O)NC3CC3)nc3ccccc3c2=O)c1
-7.9	CC(=O)c1cccc(-c2ccnc3c2CC(C(=O)Nc2ccc(Cl)c(C(F)(F)F)c2)O3)c1 (stereo unspecified)
-8.3	C[C@@H](c1ccccc1)N1C[C@H](COCc2ccccc2)Oc2cc(N3CC[C@@H](O)C3)ccc2S1(=O)=O
-5.6	C[C@H]1CN([C@@H](C)CO)C(=O)CCCn2cc(nn2)CO[C@@H]1CN(C)S(=O)(=O)c1ccc2ccccc2c1
-8.1	COC(=O)C1=C(C)N(Cc2ccc(Cl)cc2)C(=S)NC1c1cccc(OC)c1 (stereo unspecified)
-4.7	Cn1c(/N=C(\N)c2ccccc2)nc2ccccc21
2.5	CC1(C(=O)NS(=O)(=O)C2CC2)CCN(C(=O)c2cc(F)cc(F)c2)C1 (stereo unspecified)
-5.8	O=c1cc(Br)c(O)c(Br)cc1Br
-2.3	Cc1cccc(S(=O)(=O)NC(=O)C2(C)CCN2C(=O)Cc2ccc(-c3ccccc3)cc2)c1 (stereo unspecified)
-5.6	COc1ccc2ccccc2c1CN1CCN(c2ncc(Cc3ccccc3)cn2)CC1
-2.2	Cc1ccc2nc(COC(=O)c3cccnc3Cl)cc(=O)n2c1
-2.3	Cc1cc(O)cc2c1C1CCC3(C)C(=O)CCC3C1C=C2 (stereo unspecified)
-4.8	CC(C)CC1C(=O)N(Cc2cn(CC3CCCCC3)nn2)CCS(=O)(=O)N1Cc1ccc(-c2ccncc2)cc1 (stereo unspecified)
-6.5	O=C1NC[C@@H](CCCCN2CCN(Cc3ccccc3)C(=O)C2=O)N(CC2CCCCC2)C1=O
-6.2	Cc1ccc(S(=O)(=O)N[C@H]2CCC[C@@H]2O)cc1
-7.5	COc1cccc(-c2cc3nc(NCCN4CCCC4)n(C)c(=O)c3s2)c1
2.8	O=C(C[C@H]1C[C@@H]2c3cc(NS(=O)(=O)c4ccccc4)ccc3O[C@@H]2[C@H](CO)O1)N1CCOCC1
-5.0	CCc1c(-c2ccc(Br)cc2)ncn1Cc1cccc(-c2ccccc2)c1
-3.5	O=C1NC[C@@H](CCCCN2C[C@H](Cc3ccc(O)cc3)N(CCc3ccc(O)cc3)C(=O)C2=O)N(CC2CCCCC2)C1=O
-0.1	CCCCNC(=O)c1nc(-c2cccc(C(F)(F)F)c2)oc1-c1ccc(OC(F)(F)F)cc1
-5.4	C[C@H]1CN([C@@H](C)CO)S(=O)(=O)c2ccc(Br)cc2O[C@H]1CN(C)C(=O)CCN1CCCCC1
-2.2	CC(C)C[C@@H](CN)NC(=O)c1nc[nH]c1C(=O)N[C@@H](C)C(=O)CNC[C@H](C)NC(=O)c1nc[nH]c1C(=O)N[C@@H](CC(=O)O)C(=O)O
-4.3	Cc1cc(Br)ccc1NC(=O)CN(C)C(=O)c1cccc(S(=O)(=O)N2CCN(C)CC2)c1
-1.8	Cc1ccc(S(=O)(=O)CCC(=O)OCC(=O)N(C)Cc2ccccc2)cc1
6.7	CCOC(=O)N(C)C[C@H]1OCc2cnnn2CCCC(=O)N([C@@H](C)CO)C[C@@H]1C
-6.0	O=C(Cc1cccc(NC(=O)C2CCCN(C(=O)C3CC3)C2)c1)Nc1ccc(C(=O)N2CCOCC2)cc1 (stereo unspecified)
-9.7	COc1ccc(C(NC(=O)C2CCN(CCOc3ccc(Cl)cc3Cl)CC2)c2ccccn2)cc1 (stereo unspecified)
-6.0	Cc1ccccc1-c1cccc([C@@H]2C[C@H]3[C@H](CON3C)CN2C(=O)C(C)(C)C)c1
1.0	O=S1(=O)N[C@H](c2ccccc2)COc2cc(Br)ccc21
-5.6	O=C(NCc1ccccc1)[C@H]1CCCN1C(=O)[C@H]1CCCN1C(=O)N1CCCCC1
-5.0	Cc1cccc(NC(=O)c2cc([N+](=O)[O-])ccc2N2CCOCC2)c1C
-1.5	CC(=O)Nc1ccc(-c2ccnc3c2CC(C)(C(=O)NCc2ccncc2)O3)cc1 (stereo unspecified)
-6.5	C[C@H](CO)N1C[C@H](C)[C@H](CN(C)C(=O)Nc2ccc(-c3cccs3)cc2)OCc2cnnn2CCCC1=O
5.3	O=C(CSc1n[nH]c(=O)n1Cc1ccccc1)Nc1ccc(N2CCOCC2)cc1
-5.8	O=C1CSC(=S)N1N=Cc1cccc(OCc2ccccc2)c1
-3.2	COCc1[nH]nc2c1C(c1ccc(Br)cc1)N(c1ccc(OC)cc1)C2=O (stereo unspecified)
2.4	CCOc1ccc(CCN2C(=S)N([C@@H](Cc3ccc(O)cc3)CN3CCC[C@@H]3CN3C(=S)NC[C@@H]3CC(C)C)C[C@@H]2CC(C)C)cc1
-5.0	CCOC(=O)c1c(NC(=O)CN2CCN(S(=O)(=O)c3cc(Cl)ccc3Cl)CC2)sc(C(=O)N(C)C)c1C
-1.3	COc1ccc(-c2cc(NC(=O)Cc3c[nH]c4ccccc34)ccc2N(C)c2cccnc2)cc1F
-5.9	C[C@H]1CN([C@@H](C)CO)C(=O)CCCn2nncc2CO[C@H]1CN(C)S(=O)(=O)c1ccc(-n2cccn2)cc1
-3.5	Cc1noc(C)c1NC(=O)N1C[C@H](O)COC[C@H]2O[C@@H](CC(=O)NCC3CCCCC3)CC[C@@H]21
-1.0	Cc1cccc(NC(=O)CN(C)C(=O)/C=C/c2ccccc2)c1C
-3.5	Cn1cncc1C#Cc1ccc(N2C(c3ccsc3)=Cc3ccc(F)cc3C2c2c[nH]c3ccccc23)cc1 (stereo unspecified)
-7.8	CCOC(=O)C1=CN(Cc2cccc(F)c2)S(=O)(=O)NC1CCc1ccccc1 (stereo unspecified)
-4.4	Cc1ccccc1C#CC1=CC(=O)CC(C)(C)C1
-3.0	COc1ccc(CNCCS(=O)(=O)NC2CCCC2)cc1
-7.7	Cn1c(=O)c2[nH]c(SCc3cccnc3)nc2n(C)c1=S
-3.8	CN1CCN(c2ccc(NC(=O)c3cc(Cl)c4c(c3)OCCO4)cc2)CC1
-6.3	COc1ccccc1C(=O)NCCN1CCCC1
-7.2	CC(C)CCN1C(=O)CSCC1(C)C(=O)NCc1ccccc1 (stereo unspecified)
4.9	COCc1cc(N2CCN(C(=O)OC(C)(C)C)C[C@H]2C)ccc1N1CC[C@@H](O)C1
-3.1	O=S(=O)(O)c1ccc2c(c1)C(C(Cl)(Cl)Cl)OC(C(Cl)(Cl)Cl)O2 (stereo unspecified)
-2.3	O=C(NC1CCCCC1)c1cccc(N2C(=O)CCC2=O)c1
-9.1	NC(=O)c1ccsc1NC(=O)COC(=O)Cc1ccccc1[N+](=O)[O-]
-6.8	CC1(C(=O)NS(=O)(=O)c2cccc(F)c2)CCN1C(=O)CC1CCCC1 (stereo unspecified)
-3.4	CCN(CC)C(=O)c1cccc(-c2csc(C(O)c3ccccc3)n2)c1 (stereo unspecified)
-5.0	CCNC(=O)N1CCN(c2ccc(N3CCN(C(=O)NCC)[C@@H](C)C3)c(C)c2)[C@H](C)C1
-6.0	OC1COC(c2ccccc2)OC1C(O)C1OC(c2ccccc2)OCC1O (stereo unspecified)

Some of these compounds in order of their number in GalR3 antagonist, rising:
GalR3 antagonist	Molecule
-9.1	NC(=O)c1ccsc1NC(=O)COC(=O)Cc1ccccc1[N+](=O)[O-]
-5.7	Cn1c(=O)c2cc(NC(=O)Nc3cccnc3)ccc2n1-c1ccc(C(C)(C)C)cc1
-1.8	Cc1ccc(S(=O)(=O)CCC(=O)OCC(=O)N(C)Cc2ccccc2)cc1

(further entries)
GalR3 antagonist	Molecule
-7.1	CC(=O)NCCNc1nc2cc(-c3cscc3C)sc2c(=O)n1C
8.7	Cc1ccc(C2c3c(n[nH]c3C)C(=O)N2Cc2ccccc2)cc1 (stereo unspecified)
-6.6	CC1(C(=O)NS(=O)(=O)C2CC2)CCCN(C(=O)CSc2ccccc2)C1 (stereo unspecified)
-6.3	CN(C(=O)CN1CCN(c2cc(-c3ccc(OCc4ccccc4)cc3)ncn2)CC1)c1ccccc1
-8.6	C[C@H](CO)N1C[C@H](C)[C@@H](CN(C)CC2CC2)Oc2c(NC(=O)C3CC3)cccc2C1=O
-3.9	COc1ccc([C@H]2C[C@@H](n3cc(C4CC4)nn3)[C@H](O)CN2Cc2cccs2)cc1
-1.6	CCCCCCCCN1C(=O)[C@H](CC(=O)NCc2ccc(OC)c(OC)c2)C[C@@]2(C(=O)OCC)CCC=C12
-6.4	NC(c1ccccc1)c1csc(NC(=O)Nc2ccc(OC(F)(F)F)cc2)n1 (stereo unspecified)
-7.0	COc1cc(OC)cc(OC2(C)CCN(Cc3ccc(OC(C)C)cc3)C2)c1 (stereo unspecified)
-3.6	CCOc1cccc(Cc2c[nH]c(=O)[nH]c2=O)c1
-5.6	CCCCCCn1cc(CN2CC(N3CCN(CCN(C)C)CC3)CS2(=O)=O)nn1 (stereo unspecified)
-5.7	Clc1ccc(-c2nnc(-c3ccc4ccccc4c3)o2)cc1
-7.1	COCCCNC(=S)N1CCN(c2nc(-c3ccc(Cl)cc3)cs2)CC1
-6.3	CCN(Cc1ccccc1)N=Nc1ccccc1
-6.9	CCCCn1nnnc1C(c1ccccc1)N1CCN(C(=O)C2CCCO2)CC1 (stereo unspecified)
-4.8	O=S(=O)(c1cccc2ccccc12)N1CCC2CC1c1cc(-c3ccc4c(c3)OCO4)ccc12 (stereo unspecified)
-6.6	CC(=O)C1=CCC(c2cccs2)N(S(=O)(=O)c2ccc(C)cc2)C1 (stereo unspecified)
0.8	Cc1ccc(Cc2c(-c3ccco3)nc3ccc(Br)cn23)cc1
-3.7	COC(=O)C1=CN(c2ccc(C(C)(C)C)cc2)C(N)=C(C#N)C1c1cccc([N+](=O)[O-])c1 (stereo unspecified)
-7.1	COCCNc1ncnc2c1ncn2[C@H]1CN(CCOC)C[C@@H](CO)O1

These rows are one share of the data; the hit share may differ from the screen's.
